# CCHF vOTU inh: blocks the CCHF virus ovarian tumor domain protease; CCHFV vOTU protease, Pep-AMC fluorescence; inhibition, % at 11.5 µM; 370,000 compounds, 0.55% hits; also: 0% = vehicle wells with enzyme and 100% = no enzyme wells
# BoNT-F LC inh: inhibitors of Botulinum neurotoxin F light chain protease; 360,000 compounds, 0.22% hits; inhibition, % at 10 µM; Multiplex microsphere protease cleavage assay, flow cytometry; in the data active = inhibition above about 35%, passing the limit was not always enough; inconclusive = no clear call, values can overlap the other calls; also: plate controls were buffer without enzyme for full effect and enzyme alone for no effect
# UGM FP inh: blocks M. tuberculosis UGM enzyme; 320,000 compounds, 0.06% hits; P9WIQ1; purified UGM, fluorescence polarization probe displacement; inhibition, % at 10 µM; in the data active = inhibition above about 10%, passing the limit was not always enough; inconclusive = no clear call, values can overlap the other calls
# Target sequence (P9WIQ1 whole entry, looked up): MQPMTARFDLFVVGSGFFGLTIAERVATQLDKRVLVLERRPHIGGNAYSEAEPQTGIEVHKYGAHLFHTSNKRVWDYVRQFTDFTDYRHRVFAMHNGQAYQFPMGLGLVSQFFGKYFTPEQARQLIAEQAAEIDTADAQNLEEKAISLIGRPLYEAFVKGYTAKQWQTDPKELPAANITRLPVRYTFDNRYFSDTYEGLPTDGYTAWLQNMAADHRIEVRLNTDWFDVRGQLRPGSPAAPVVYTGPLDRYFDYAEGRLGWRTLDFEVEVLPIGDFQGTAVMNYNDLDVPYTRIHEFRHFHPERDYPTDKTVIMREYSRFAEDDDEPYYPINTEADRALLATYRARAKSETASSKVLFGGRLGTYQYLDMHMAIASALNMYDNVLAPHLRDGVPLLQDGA
# BoNT-A LC inh2: inhibitors of Botulinum neurotoxin A light chain protease; multiplex microsphere protease substrate cleavage, flow cytometry; inhibition, % at 10 µM; 360,000 compounds, 0.17% hits; AID 588499; in the data active = inhibition above about 30%; inconclusive = no clear call, values can overlap the other calls; also: plate controls were buffer without enzyme for full effect and enzyme alone for no effect
# GDH-TPI inh: GDH-TPI coupled enzyme inhibition counter-screen. GDH-TPI coupled enzyme counterscreen, NADH absorbance. inhibition, % at 4.8 µM. 360,000 compounds, 1.2% hits. AID 588335;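 also: 0% = DMSO wells and 100% = wells lacking the enzyme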
# Mtb FBA inh: inhibits M. tuberculosis FBA enzyme; P9WQA3; purified M. tuberculosis FBA, fluorescence read-out; inhibition, % at 1 µM; 360,000 compounds, 2.3% hits; in the data active = inhibition above about 27%;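 also: 0% = vehicle and 100% = reference inhibitor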
# Target sequence (P9WQA3 whole entry, looked up): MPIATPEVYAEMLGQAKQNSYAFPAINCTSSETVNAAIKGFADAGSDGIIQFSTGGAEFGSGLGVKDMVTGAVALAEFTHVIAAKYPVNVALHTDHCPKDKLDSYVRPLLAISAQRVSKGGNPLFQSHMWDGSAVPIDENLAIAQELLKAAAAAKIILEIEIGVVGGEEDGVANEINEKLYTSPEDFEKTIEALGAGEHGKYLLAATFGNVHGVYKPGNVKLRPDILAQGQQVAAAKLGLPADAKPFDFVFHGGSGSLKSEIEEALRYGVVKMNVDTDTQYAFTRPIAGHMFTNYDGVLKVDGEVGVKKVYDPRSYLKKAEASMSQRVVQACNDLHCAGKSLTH
# PrPC surface inh: cell surface PrPC inhibition, primary TR-FRET screen | P04156 | TR-FRET read-out | inhibition, % at 13.8 µM | 370,000 compounds, 0.43% hits; in the data active = inhibition above about 24%; also: 0% = median of the test wells and 100% = reference compound wells
# BioA inh: blocks M. tuberculosis BioA enzyme activity; purified M. tuberculosis BioA enzyme, plate reader; inhibition, % at 9.99 µM; 360,000 compounds, 0.096% hits; AID 602481; in the data active = inhibition above about 40%; inconclusive = no clear call, values can overlap the other calls
# FadD28 FP inh: inhibitors of Mycobacterium tuberculosis FadD28 bisubstrate binding. FadD28 bisubstrate probe binding, fluorescence polarization. inhibition, % at 12.5 µM. 360,000 compounds, 0.22% hits. AID 588549; in the data active = inhibition above about 8.5%, passing the limit was not always enough; inconclusive = no clear call, values can overlap the other calls
# * hit, by the source's call; ? = inconclusive; . = no result given; + = active, no number; & = joins results of further samples. Rule as the data show it, unless noted: active = inhibition above about 30%; inactive = the rest.
SMILES,CCHF vOTU inh,BoNT-F LC inh,UGM FP inh,BoNT-A LC inh2,GDH-TPI inh,Mtb FBA inh,PrPC surface inh,BioA inh,FadD28 FP inh
Cc1ccccc1C(=O)NC1CCN(CC(=O)N2CCCCC2C)CC1 (configuration not stated),11,-34,-0.3,-3.9,5,0,-2,-1.4,-2.0
CCS(=O)(=O)N1Cc2ccccc2CC1C(=O)Nc1ccc(OC)c(OC)c1 (configuration not stated),-2,-5,0.7,0.4,7,3,-6,-1.5,.
O=C(Nc1ccc(N2CCOCC2)c(Cl)c1)c1ncn[nH]1,6,4,0.5,-0.7,3,-2,6,0.8,-7.3
Cc1cc(=O)oc2cc(OCC(=O)OCC(=O)NCc3ccc4c(c3)OCO4)ccc12,-4,-16,-0.2,-0.8,4,22,0,-0.4,-2.8
Cn1nnnc1SCC(=O)NC(=O)c1cccc([N+](=O)[O-])c1,4,-2,0.2,-1.7,4,8,-9,.,-1.3
CCCCC(CC)CNC(=O)CCCCn1c(=O)[nH]c2ccsc2c1=O (configuration not stated),9,-10,-1.5,0.3,-1,-2,5,-1.3,-5.8
COc1ccccc1NC(=O)COC(=O)c1cnc(C)cn1,8,5,-0.7,0.2,7,4,2,-2.6,1.3
Cc1[nH]c2ccccc2c1/C=N/Nc1nc2ccccc2[nH]1,-2,?,2.2,-2.0,23,1,30*,0.4,0.0
COc1cc(C(=O)O/N=C2/C=CC(=O)C(C)=C2C)cc(OC)c1OC,1,?,.,0.4,-6,-6,-1,-0.1,-2.8
Cc1ccc(-c2nc(N)sc2CC(=O)OCC(=O)NCCC(C)C)cc1,-2,4,-3.4,2.4,3,1,1,.,-1.2
Cc1cccc(N2CCN(CC(=O)N(C3CCCC3)C3CCS(=O)(=O)C3)CC2)c1C (configuration not stated),-6,-13,0.0,-0.2,-7,-1,-7,-0.2,-3.5
CCN(CC)C(=O)C1=C(C)N(Cc2ccccc2)C(=O)C(CC(=O)NCCc2ccccn2)C1 (configuration not stated),-4,-6,.,-0.4,-9,1,-2,0.6,-0.3
COc1cccc(N=CNc2cccc(OC)c2)c1,-16,-17,.,0.5,-5,1,4,0.6,-2.0
C/C=C/CSc1nc2c(c(=O)[nH]c(=O)n2C)n1Cc1ccc(C)cc1,-7,-9,-0.1,-0.7,5,-2,-1,0.5,-3.4
Cc1ccc(S(=O)(=O)N2CCN(C(=O)COC(=O)CSc3ccccc3)CC2)c(C)c1,5,0,0.9,-1.0,-3,-2,-5,.,-4.4
COCCNC(=O)C1CCC(CNS(=O)(=O)c2ccc3c(c2)CC(C)N3C(=O)C2CC2)CC1 (configuration not stated),5,7,-3.2,-0.3,3,4,0,-0.8,?
O=S(=O)(c1ccc(Cl)cc1)N1CCCCC1c1cccnc1 (configuration not stated),-1,-5,6.4,-0.9,6,3,-2,4.0,-2.0
COc1ccccc1-c1cnc2c(c1)C(=O)N([C@@H](C)CO)C[C@H](C)[C@H](CN(C)C)O2,-6,1,.,-0.1,14,3,-4,-5.4&-2.4&-4.1,-2.3
CC(=O)N1C(C)(C)CC(=NOS(=O)(=O)c2ccccc2)CC1(C)C,-10,-5,.,-0.8,3,6,8,.,0.7
CCCCn1c(N)c(N(CC)C(=O)c2ccc3c(c2)S(=O)(=O)c2ccccc2C3=O)c(=O)[nH]c1=O,-1,7,0.3,0.7,4,-5,-50,-0.8,-3.1
O=C(NCC(c1ccc(F)cc1)N1CCOCC1)c1cccnc1Sc1ccc(Cl)cc1 (configuration not stated),8,4,3.3,-2.1,8,2,-7,.,-0.6
Cc1ccc(C)c(-c2nnc(NC(=O)c3ccco3)o2)c1,-4,-16,0.2,-1.6,3,0,-2,0.2,-2.1
O=C(NC1CCCc2ccccc21)N[C@@H](Cc1ccccc1)C(=O)O (some centres not stated),9,11,4.3,-1.7,-4,2,-2,-0.8,-3.3
Cc1ccc(S(=O)(=O)N2CCCN(S(=O)(=O)C3CCS(=O)(=O)C3)CC2)cc1 (configuration not stated),1,-3,-1.9,-0.6,2,1,0,1.1,-2.1
Cc1ccc(-n2nc3c(=O)n(CC(=O)NC4CCCCCC4)nc(C)c3c2C)cc1,-16,-4,1.9,-2.1,-2,3,-2,-0.3,-2.6
O=[N+]([O-])c1ccc(Cc2ccc([N+](=O)[O-])cc2)cc1,1,5,.,0.3,-11,-1,-11,.,0.9
COc1ccc([C@@]2(C(C)C)ON(c3ccccc3C(F)(F)F)C2=O)cc1,14,-1,-1.9,0.3,-3,0,0,-0.9,-3.4
O=C(NCc1ccco1)c1cc2nc(C3CC3)cc(C(F)(F)F)n2n1,2,-5,-1.1,1.0,3,2,-3,7.9,0.1
CCOC(=O)c1ccccc1NC(=O)Cc1ccccc1OC,-1,-4,-0.7,-2.7,-8,1,8,-0.4,-2.9
Fc1cccc(Cc2noc(CN3CCN(c4cnccn4)CC3)n2)c1,1,.,0.6,.,19,2,4,1.9,-0.2
COc1ccc(N(C)S(=O)(=O)c2cccc(C(=O)OCC(=O)N3CC(C)CC(C)C3)c2)cc1 (configuration not stated),12,-3,-0.6,-0.1,-1,0,-5,0.1,-16
COc1cc(C(C)=O)ccc1COc1ccc(C(=O)O)cc1OC,2,-1,9.0,-1.7,6,0,0,.,-1.5
CC(=O)OC(C(=O)NCc1ccco1)c1ccncc1 (configuration not stated),2,22,3.6,0.5,10,-6,-3,0.5,-1.2
Cc1cc(C)c2c(N)c(C(=O)C(C)(C)C)sc2n1,-8,-2,0.1,-0.9,5,4,-3,0.8,-1.5
Cn1c(SCc2n[nH]c(=S)o2)nnc1-c1ccccc1,-14,-1,2.9,-0.5,-2,2,-2,-0.2,-3.3
CCOC(=O)C1=C(CSc2nc(CC)c(C)cc2C#N)OC(N)=C(C#N)C1c1ccccc1 (configuration not stated),17,3,2.7,1.7,14,5,5,-1.9,0.7
CCOC(=O)CSc1nc2sc(C)c(C)c2c(=O)[nH]1,5,7,0.5,-0.3,0,-1,-7,-3.4,-0.7
CCOc1ccc(NS(=O)(=O)c2ccc(NS(=O)(=O)c3ccccc3)cc2)cc1,2,-10,3.8,-0.8,5,0,5,.,-1.9
CCC(NC(=O)c1cc(COc2ccc(F)cc2Cl)on1)c1ccncc1 (configuration not stated),6,1,.,2.1,4,4,2,-0.5,-5.2
CCOC(=O)C1(Cc2cccc(Cl)c2)CCCN(CCO)C1 (configuration not stated),-2,-1,0.8,-0.6,-9,3,-1,0.9,-1.7
Cc1nnc(SCC(=O)N(C)CC(=O)Nc2ccccc2Cl)s1,-7,6,4.0,-0.8,3,-2,5,1.8,-3.5
S=C(NCc1cccc(Cl)c1)NC1CCCCC1,15,-5,0.2,-1.3,2,1,5,0.9,-3.1
CCc1ccccc1NC(=O)CCC(=O)OCC(=O)c1ccc(-c2ccccc2)cc1,-4,-5,-1.5,0.1,6,5,-4,-1.1,0.7
CC(C)N(C(=O)c1ccccc1-c1ccccc1)C(C)C,14,-22,0.9,-1.0,2,2,13,-1.1,-2.9
COc1cccc(-n2c(Cc3cc(=O)[nH]c(=O)[nH]3)nnc2SCc2cccnc2)c1,-1,-6,-0.6,-1.0,-5,1,4,-2.0,-2.5
O=C(NC1CCCCCCC1)c1cc(F)c(F)cc1Cl,-6,-1,0.8,0.1,3,1,0,0.5,-3.8
Cn1cc(CNCc2ccc(-n3cccn3)cc2)c(-c2ccccc2F)n1,6,3,-4.1,-1.4,-5,0,1,.,-1.1
CN(C)C(=O)Oc1cccc([N+](C)(C)C)c1,-5&1,-2&-6,2.4,0.0&-0.4,-3&4,2&-2,-1&-2,-1.4&-3.9&-1.6&0.3,-0.8&-0.5
C[N+]1(C2CCC3CCCC2C3O)CCCC1 (configuration not stated),-23,4,-2.1,0.4,-2,4,-3,.,0.4
CC(=O)N(/N=C/c1ccc([N+](=O)[O-])o1)c1nc2ccccc2c(=O)n1-c1ccccc1,-3,-2,1.2,-0.8,2,-2,-23,.,-1.5
COc1ccc(CN(C(=O)CN2C(=O)c3ccccc3S2(=O)=O)C(C(=O)NCC2CCCO2)c2ccncc2)cc1 (configuration not stated),-18,-13,-1.3,-0.8,6,0,2,.,-0.1
COC(=O)c1ccc(-c2cc(C(=O)O)c3cc4c(cc3n2)OCCO4)cc1,-66,-8,-2.7,-0.6,21,+,-8,.,3.6
CN1OC[C@@H]2CN[C@H](c3cccc(-c4ccccc4)c3)C[C@@H]21,10,-10,.,-0.3,5,6,3,-1.0,-4.2
COc1cc(C(c2c(C)[nH]n(-c3ccccc3)c2=O)c2c(C)[nH]n(-c3ccccc3)c2=O)cc(OC)c1OC,80*,-1,1.6,-0.2,12,2,2,1.5,-0.1
COc1cc(NC(=S)N2CCN(C)CC2)c(OC)cc1Cl,-9,3,0.8,0.2,-5,2,0,.,-0.8
Cc1cc2ncc(S(=O)(=O)C(C)(C)C)c(N)n2n1,-8,0,.,-0.3,-7,-3,3,.,-3.7
COC(=O)[C@@H](NC(=O)N1CCC(C)CC1)C(C)C,-11,-8,-4.7,-0.5,-11,3,-3,.,-3.2
COc1ccc(Cc2nnc(NC(=O)Nc3ccccc3F)s2)cc1,-8,-3,0.8,-1.6,2,-4,2,9.5,-2.2
COc1cc(=O)n(C)c2c(OCC3OC(C)(C)OC3(C)C)cccc12 (configuration not stated),2,2,-1.2,0.7,10,-1,-5,2.1,0.6
CC(C)CN1C(=O)NC2(CCCc3ccccc32)C1=O (configuration not stated),-9,2,1.0,0.3,-1,-1,-2,-1.5,-3.1
# Remaining list, next part:
SMILES,CCHF vOTU inh,BoNT-F LC inh,UGM FP inh,BoNT-A LC inh2,GDH-TPI inh,Mtb FBA inh,PrPC surface inh,BioA inh,FadD28 FP inh
COc1ccc(S(=O)(=O)NCCNC(=O)N2CCOCC2)cc1,2,-4,0.4,-1.0,-7,-1,2,-0.2,-0.4
O=C(NCC(=O)N1CC(O)CC1C(=O)N1CCCC1C(=O)OCc1ccccc1)OCc1ccccc1 (configuration not stated),10,1,-0.1,-0.4,-2,-3,1,.,-0.5
Cc1c(S(=O)(=O)Nc2ccc3c(c2)OCCO3)c(=O)n(C)c(=O)n1C,5,5,3.7,-1.2,4,-1,3,-1.3,-2.5
Cc1ccccc1C(=O)NC(=S)NCc1ccccc1,13,.,-2.5,.,3,3,1,-0.8,-1.4
COc1ccc2nc(NC(=O)C3CCCN(S(=O)(=O)c4c(C)noc4C)C3)sc2c1 (configuration not stated),15,4,5.4,0.4,-21,0,-9,0.0,-6.9
CC(=O)Nc1ccc(S(=O)(=O)NCC(=O)OCC(=O)NCc2ccco2)cc1,11,-1,1.2,-2.1,5,0,8,-2.0,0.3
CCCCCc1c(C)nc(N2CCc3ccccc3C2)[nH]c1=O,2,0,.,0.0,-7,0,8,0.0,-3.5
O=C(O)C1CN2CCC1CC2 (configuration not stated),-5,6,-1.0,4.3,3,4,5,0.8,-4.1

# Another view of part of the listing above:
# Results follow in this order: CCHF vOTU inh	BoNT-F LC inh	UGM FP inh	BoNT-A LC inh2	GDH-TPI inh	Mtb FBA inh	PrPC surface inh	BioA inh	FadD28 FP inh
> O=C(NCC(=O)N1CC(O)CC1C(=O)N1CCCC1C(=O)OCc1ccccc1)OCc1ccccc1 (configuration not stated)
  10	1	-0.1	-0.4	-2	-3	1	.	-0.5
> Cc1c(S(=O)(=O)Nc2ccc3c(c2)OCCO3)c(=O)n(C)c(=O)n1C
  5	5	3.7	-1.2	4	-1	3	-1.3	-2.5
> Cc1ccccc1C(=O)NC(=S)NCc1ccccc1
  13	.	-2.5	.	3	3	1	-0.8	-1.4
> COc1ccc2nc(NC(=O)C3CCCN(S(=O)(=O)c4c(C)noc4C)C3)sc2c1 (configuration not stated)
  15	4	5.4	0.4	-21	0	-9	0.0	-6.9
> CC(=O)Nc1ccc(S(=O)(=O)NCC(=O)OCC(=O)NCc2ccco2)cc1
  11	-1	1.2	-2.1	5	0	8	-2.0	0.3
> CCCCCc1c(C)nc(N2CCc3ccccc3C2)[nH]c1=O
  2	0	.	0.0	-7	0	8	0.0	-3.5
> O=C(O)C1CN2CCC1CC2 (configuration not stated)
  -5	6	-1.0	4.3	3	4	5	0.8	-4.1

# Bioassay records from PubChem BioAssay.

# Compounds as they come; 4.8% or so of the library scored in one or more.
